GAA inhib = qHTS Assay for Inhibitors of Human alpha-Glucosidase as a Potential Chaperone Treatment of Pompe Disease. Lysosomal alpha-glucosidase (Homo sapiens), P10253. purified human GAA, 4-MU-alpha-glucoside fluorescence. Potency, µM (titrated, usually from 76.9 µM), without a hit: top-dose activity change, negative = inhibition, usual class: inhibitors. hit rate 0.005% among 200,000. AID 1466, 2008;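 further: plate controls were uninhibited enzyme wells for no effect and no-enzyme background for full effect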
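Human enzyme at 4 nM with 400 uM 4-methylumbelliferyl-alpha-D-pyranoside, citrate/phosphate buffer pH 5.0, 0.005% Tween-20, 20 min at room temperature. Compounds up to 77 uM. 4-MU fluorescence (Ex 365/Em 440) read after NaOH/glycine stop; AC50 from Hill fit.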
RECQ1 helicase = qHTS Assay for Inhibitors of RecQ-Like Dna Helicase 1 (RECQ1) | AID 2549, 2010 | hit rate 0.54% among 240,000 | RECQ1 DNA unwinding, red fluorescence kinetic read | Potency, µM (series often up to 57.3 µM), inactives show at the highest dose activity, negative = inhibition, usual class: inhibitors;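 further: plate controls were vehicle for no effect and no enzyme for full effect; nearly all actives have a fitted effect of over 30% in size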
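50 nM RECQ1T1 preincubated 15 min with compound in Tris pH 8.0 buffer with MgCl2, DTT, Tween-20 and 2.5 ug/ml poly(dI-dC); started with 200 nM TAMRA/BHQ-2 forked duplex and 2 mM ATP. Unwinding read as fluorescence (525/598 nm), two reads 2 h apart.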
TRb-SRC2 inh = qHTS for Inhibitors of the Interaction of Thyroid Hormone Receptor and Steroid Receptor Coregulator 2; Potency, µM (doses to about 106 µM), without a hit: at the top dose activity change, negative = inhibition, most hits filed as inhibitors; AID 1469, 2008; hit rate 0.065% among 280,000; TRbeta-SRC2 peptide binding, fluorescence polarization; receptor liganded with 1 µM T3; Thyroid hormone receptor beta (Homo sapiens), P10828;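 further: plate controls were bound peptide for no effect and peptide without receptor for full effect; nearly all actives have a fitted effect of over 50% in size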
Target sequence (P10828 whole entry, looked up): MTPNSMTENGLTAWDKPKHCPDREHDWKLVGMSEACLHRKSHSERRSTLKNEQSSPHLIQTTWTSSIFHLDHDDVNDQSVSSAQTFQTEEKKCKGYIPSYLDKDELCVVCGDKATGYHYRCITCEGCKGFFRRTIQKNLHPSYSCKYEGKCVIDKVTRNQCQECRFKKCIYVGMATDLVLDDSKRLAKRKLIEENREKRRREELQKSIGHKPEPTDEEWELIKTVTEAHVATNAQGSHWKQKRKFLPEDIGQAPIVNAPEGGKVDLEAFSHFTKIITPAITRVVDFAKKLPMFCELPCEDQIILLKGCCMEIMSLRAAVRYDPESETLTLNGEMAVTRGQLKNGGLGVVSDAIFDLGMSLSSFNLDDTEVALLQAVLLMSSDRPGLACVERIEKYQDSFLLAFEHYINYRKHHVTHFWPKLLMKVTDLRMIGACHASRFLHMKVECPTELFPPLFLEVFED
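Decrease in fluorescence polarization of 20 nM Texas Red SRC2 coactivator peptide flagged inhibition of its binding to 0.6 uM TRb LBD; 1 uM T3 included, incubation 5 hr, ex 555/em 632 nm.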
GAA glycogen = qHTS Assay for Inhibitors and Activators of Human alpha-Glucosidase Cleavage of Glycogen; hit rate 0.38% among 300,000; Lysosomal alpha-glucosidase (Homo sapiens), P10253; recombinant GAA, glycogen substrate, Amplex Red glucose oxidase fluorescence; Potency, µM (doses to about 76.4 µM), without a hit: at the top dose activity change, negative = inhibition, most hits filed as inhibitors;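 further: 0% = full enzyme reaction and -100% = no-enzyme basal signal; the screen sought inhibitors and activators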
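qHTS, 1536-well; enzyme 4 nM final; cpd up to 77 uM; substrate bovine liver glycogen 30 ug; 50 mM citrate/phosphate pH 5.0, 0.01% Tween-20; 37 C, 40 min; Amplex Red detection 45 min RT; Hill fit → AC50.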
GAA spleen mod = qHTS Assay for Inhibitors and Activators of Human alpha-Glucosidase From Spleen Homogenate; Potency, µM (doses to about 79.9 µM), for inactives: top-dose activity change, negative = inhibition, hits mostly inhibitors; human spleen homogenate, 4-MU-alpha-glucoside fluorescence; hit rate 0.006% among 240,000; AID 2112, 2009; Lysosomal alpha-glucosidase (Homo sapiens), P10253;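 further: 0% = enzyme with vehicle and -100% = no enzyme basal signal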
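AC50 values come from Hill-equation fits of concentration-response data, normalized to no-enzyme and full-activity controls. Enzyme source: 1 ug human spleen homogenate; 1 mM fluorogenic 4-MU glucoside, pH 5.0 citrate buffer, 37 C, 40 min.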
TR SRC2 fluor cs = Total Fluorescence Counterscreen for Inhibitors of the Interaction of Thyroid Hormone Receptor and Steroid Receptor Coregulator 2; TRb/SRC2 Texas Red total fluorescence interference; Potency, µM (doses to about 106 µM), inactives show top-dose fluorescence change, negative = quenching; hit rate 0.29% among 280,000; AID 1479, 2009; active means well fitted curve in either direction with a large enough effect; inconclusive means small, poorly fitted or top-dose-only effect
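Human TRβ ligand-binding domain (0.6 uM) and Texas Red SRC2 peptide (20 nM) in Tris buffer with 1 uM T3 and 5% DMSO were incubated with pinned compound for 5 hr at ambient temperature. Total fluorescence was computed as S + 2P (555/632 nm).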
L3MBTL1 block = qHTS Assay for the Inhibitors of L3MBTL1; Lethal(3)malignant brain tumor-like protein 1 (Homo sapiens), Q9Y468; AlphaScreen L3MBTL1–H3K9me1 peptide binding; Potency, µM (highest dose often 57.1 µM), for the others: at the highest dose activity, negative = inhibition, actives largely listed as inhibitors; hit rate 0.66% among 230,000; further: nearly all actives have a fitted effect of over 60% in size
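L3MBTL1 (50 nM) pre-complexed 30 min with biotinylated H3(1-15)K9me1 peptide (75 nM), then compounds added for 30 min at room temperature; AlphaScreen streptavidin donor/nickel chelate acceptor beads (10 ug/mL final) read after 30 min dark incubation.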
RGS12 GoLoco inh = qHTS Assay for Inhibitors of RGS12 GoLoco Motif Activity (Red Fluorophore); Guanine nucleotide-binding protein G(i) subunit alpha-1 (Homo sapiens), P63096; Gai1:RGS12 GoLoco peptide FP, rhodamine, 10 min; Potency, µM (series often up to 61.6 µM), without a hit: top-dose activity, negative = inhibition, most hits filed as inhibitors; hit rate 0.44% among 230,000; active means well fitted inhibition curve with a large enough effect, not every such curve was filed as active; inactive means no such curve, though single readings can be large or run the other way; further: nearly all actives have a fitted effect of over 30% in size; many of its hits are not listed in these tables
Target sequence (P63096 whole entry, looked up): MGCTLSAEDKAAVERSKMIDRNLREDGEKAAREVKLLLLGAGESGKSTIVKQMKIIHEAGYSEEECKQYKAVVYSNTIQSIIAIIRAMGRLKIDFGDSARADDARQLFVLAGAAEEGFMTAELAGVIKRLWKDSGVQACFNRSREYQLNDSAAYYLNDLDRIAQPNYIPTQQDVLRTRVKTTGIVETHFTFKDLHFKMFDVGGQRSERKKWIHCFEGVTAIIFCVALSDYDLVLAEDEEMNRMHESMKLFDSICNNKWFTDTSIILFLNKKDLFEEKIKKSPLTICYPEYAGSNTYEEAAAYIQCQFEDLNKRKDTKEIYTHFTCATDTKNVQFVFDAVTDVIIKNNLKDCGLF
Active calls of the source: *; i = inactive; u = inconclusive; x = no result given; & = joins results of further samples; [ ] = another dose, or the depositor's remark. Unless noted, the call rests on the fitted dose curve; in most records, active means well fitted curve in the direction sought with a large enough effect; inconclusive means small, poorly fitted or top-dose-only effect, or another doubt; inactive means no such curve, though single readings can be large; an effect the other way counts as inactive or inconclusive. Unless noted, on the % scale 0 is the no-effect control and ±100 the full control effect; potency means the concentration at half of the fitted maximal effect.

SMILES	GAA inhib	RECQ1 helicase	TRb-SRC2 inh	GAA glycogen	GAA spleen mod	TR SRC2 fluor cs	L3MBTL1 block	RGS12 GoLoco inh
C[n+]1ccccc1C1CCCC/C1=N\Nc1ccc([N+](=O)[O-])cc1[N+](=O)[O-] (stereo not drawn)	-2%	-5%	-5%	6%	-5%	-1%	9%	-74%
CCCn1nnnc1SCC(=O)N(C(C)C)C(C)C	-6%	-13%	-3%	0%	-4%	4%	x	1%
O=C(O)CCC(=O)NNC(=O)c1cccs1	13%	i	-9%	2%	0%	-1%	0%	11%
O=C1c2ccccc2C(=O)N1Cc1nc2ccccc2c(=O)n1CCCn1ccnc1	-13%	-2%	3%	14%	-2%	-2%	2%	9%
Cc1ccc(S(=O)(=O)/N=C(\c2ccc(Cl)cc2)N2CCOCC2)cc1	8%	i	-4%	8%	-5%	-7%	10%	-16%
COc1ccc(/C=N/n2cncn2)cc1COc1ccc(NC(C)=O)cc1	-4%	-11%	3%	-4%	0%	0%	1%[11.4 µM]	3%
CC(=O)NC(Cc1ccc(C(C)C)cc1)C(=O)NC1CCN(c2nc(C)cc(C)n2)CC1 (stereo not drawn)	0%	i	-5%	-15%	4%	2%	-2%	9%
NC(=O)NCC(=O)N1CCC(C(O)(c2ccccc2)c2ccccc2)CC1	-4%	-10%	6%	4%	-3%	-2%	0%	10%
CCCCNC(=O)CSc1nc2ccc(NC(=O)CSc3nnc(N)s3)cc2s1	2%	-5%	1%	-9%	-1%	0%	-2%	49%[activator]
COc1ccc(-c2cc(C(F)(F)F)nc(S(=O)(=O)CCCC(=O)Nc3cccnc3Cl)n2)cc1OC	1%	-16%	4%	-2%	0%	4%	1%	-5%
Cc1ccc(S(=O)(=O)N(C)CCCC(=O)Nc2cc(C)ccc2C)cc1	1%	0%	3%	4%	0%	-2%	-1%	18%
CCn1cc(/C=C2\SC(=O)N(CC(=O)Nc3ccc4c(c3)OCO4)C2=O)c2ccccc21	-1%	-12%	2%	-3%	-13%	1%	0%	10%
OCC1(CCc2ccccc2)CCN(Cc2cccn2-c2cccnc2)CC1	8%	i	-4%	1%	5%	1%	-15%	194%[activator]
Cc1ccc(SCCN2CCN(CC(C)C)CCC2=O)cc1	x	-1%&0%	-2%&-2%	-1%	4%&6%	-1%&0%	x	5%
COC(=O)c1cc(NC(=S)NCc2ccc(Cl)cc2)cc(C(=O)OC)c1	-4%	-18%	-8%	-17%	3%	0%	4%	24%
COC(=O)c1c(C)nc(C)c(C(=O)OC)c1-c1ccsc1	2%	2%	-2%	-8%	-8%	-1%	-14%	-7%
Cc1cccn2cc(-c3cc4ccccc4oc3=O)nc12	-11%	-3%	-4%	-7%	-5%	-2%	60%[activator]	-2%
O=C(Cn1nnc(-c2ccccc2)n1)N/N=C/c1cc([N+](=O)[O-])c(Cl)cc1Cl	8%	-10%	-9%	-2%	3%	0%	-3%	5%
CSC1=Nc2sc3c(c2C2=NCCN12)CCCC3	-6%	-6%	-4%	-7%	0%	0%	-11%	x
O=C(O)CSc1nc2sc3c(c2c(=O)n1-c1ccccc1)CCC3	x	-8%	-6%	-8%	-6%	0%	x	3%
Cn1c(CN2CCOCC2)nc2cc(NC(=O)c3ccccc3Cl)ccc21	0%	-4%	-8%	4%	-4%	2%	-13%	1%
Cc1ccc(NC(=O)c2cc([N+](=O)[O-])ccc2N2CCCC2)cc1	-11%	i	-4%	-1%	0%	-2%	35%[activator]	25%
O=C(/C(=C/c1ccccc1)n1cncn1)c1ccc(Cl)cc1Cl	-2%	-7%	-1%	13%	-2%	2%	-3%	2%
CCN1C(=O)/C(=C/c2ccc(N3CCCC3)cc2)NC1=S	-5%	-27%	0%	-15%	-9%	1%	u	172%[activator]
COC(=O)c1cccc2nc3c(C(C)O)cccc3nc12 (stereo not drawn)	x	i	-5%	3%	u	-9%	x	-28%

Limited to GAA inhib and GAA glycogen, for some of the entries so far:
SMILES,GAA inhib,GAA glycogen
COc1ccc(-c2cc(C(F)(F)F)nc(S(=O)(=O)CCCC(=O)Nc3cccnc3Cl)n2)cc1OC,1%,-2%
Cc1ccc(S(=O)(=O)N(C)CCCC(=O)Nc2cc(C)ccc2C)cc1,1%,4%

Following part:
SMILES	GAA inhib	RECQ1 helicase	TRb-SRC2 inh	GAA glycogen	GAA spleen mod	TR SRC2 fluor cs	L3MBTL1 block	RGS12 GoLoco inh
COc1ccc(C/C(O)=C(\C#N)c2nc3ccccc3[nH]2)cc1OC	1%	-6%	-7%	11%	-12%	0%	1%	-1%
Cc1ccc(C(C(=O)NC2CCCC2)N(C(=O)CNC(=O)c2cccs2)c2cccnc2)o1 (stereo not drawn)	-4%	6%	1%	6%	5%	1%	-1%	3%
CCOC(=O)c1c(C)sc2c1N(C(=O)CN(CC)CC)c1ccccc1S2	-12%	-4%	0%	8%	-12%	-8%	0%	2%
COc1ccc(N(C)S(=O)(=O)c2cccc(C(=O)NCC3CCCCC3)c2)cc1	u	-6%	4%	-3%	1%	0%	4%	5%
CC(=O)N1CCC[C@H]1C(=O)O	6%	-8%	-4%	2%	2%	-4%	-5%	6%
COC(=O)c1ccc(CSc2nnc(-c3c[nH]c4ccccc34)n2-c2ccccc2)cc1	-6%	0%	6%	-3%	-2%	-4%	-15%	4%
C=CCn1c(SCC(=O)NC(=O)c2cccc([N+](=O)[O-])c2)nnc1-c1ccccc1	-4%	5%	7%	8%	4%	-2%	1%	14%
Cc1cc(C(=O)CSc2nc3ccccc3o2)c(C)n1C1CC1	-11%	-21%	-5%	-1%	0%	0%	-8%	9%
C=CCNC(=O)c1ccc(C2SCC(=O)N2Cc2ccco2)cc1 (stereo not drawn)	3%	-29%	-2%	6%	6%	1%	x	-3%
Cn1c(=O)c([N+](=O)[O-])c(NC2CCS(=O)(=O)C2)c2ccccc21 (stereo not drawn)	x	-4%	-3%	1%	-1%	-3%	x	-2%
CN1CCN(c2ccc(CNS(=O)(=O)c3cccc(F)c3)cc2)CC1	0%	-12%	-1%	-9%	0%	-2%	1%	6%
COc1ccc([N+](=O)[O-])cc1N(CC1CO1)S(=O)(=O)c1ccc(C)cc1 (stereo not drawn)	4%	-1%	11%	11%	-8%	0%	-2%	10%
CCCOc1ccc(CSc2ncn[nH]2)cc1	-9%	i	0%	-10%	-6%	0%	u	-1%
CC1(C)CCCN(C(=O)c2ccc3c(c2NCCO)C(=O)c2ccccc2C3=O)C1	-11%	-2%	-3%	4%	3%	-3%	35µM*	186%[activator]
Cc1nnc(N2C(=O)C(O)=C(C(=O)c3ccco3)C2c2ccc(F)cc2)s1 (stereo not drawn)	-1%	i	2%	0%	-11%	1%	4%	-4%
Clc1ccc(N=c2ssnc2Cl)nc1	12%	-7%	0%[53 µM]	11%	-6%	2%[53 µM]	u	10%
COc1cc(C(=O)Nc2nc(-c3ccc(F)cc3)cs2)ccc1OCC(=O)N1CCOCC1	4%	5%	2%	3%	2%	-3%	-2%	17%
CCCCC(CC)CO (stereo not drawn)	x	-3%	-2%	x	3%	0%	-8%	3%
CNC(=O)NC(=O)CSc1ncc(C(F)(F)F)cc1Cl	0%	-5%	7%	4%	-2%	3%	3%	-1%
O=C(C[n+]1ccc(CCSc2ccc(F)cc2)cc1)c1ccccc1	-2%	-6%	-3%	u	2%	0%	-22%	90%[activator]
CCCCC(c1nnnn1CC1CCCO1)N1CCN(c2cc(Cl)ccc2C)CC1 (stereo not drawn)	-5%	-12%	-4%	-24%	-4%	-2%	0%	-3%
Cc1ccccc1NC(=O)CCC(=O)N/N=C/c1ccncc1	-12%	-14%	0%	-16%	-11%	2%	-7%	35%[activator]
C#CCOCCOCCOCCNc1nc(N2CCN(C(=O)Cn3cc(CCO)nn3)CC2)nc(N2CCN(C(=O)[C@H]([C@@H](C)O)n3cc(CCCCN)nn3)CC2)n1	1%	i	5%	1%	1%	0%	8%	3%
Cc1cc(C)nc(-n2ncc3c2CCCC3=O)n1	4%	30%	1%	11%	0%	2%	7%	-3%
O=C(NCCN1CCOCC1)C1CC(=O)N(c2ccc(F)c(Cl)c2)C1 (stereo not drawn)	-1%	-8%	0%	2%	-5%	-2%	2%	-7%
The results go on:
SMILES	GAA inhib	RECQ1 helicase	TRb-SRC2 inh	GAA glycogen	GAA spleen mod	TR SRC2 fluor cs	L3MBTL1 block	RGS12 GoLoco inh
CCOC(=O)c1oc2cccc(O)c2c1C	1%	-2%	-14%	-27%	2%	-4%	x	-12%
Cc1nnc(SCC(=O)NC2CCCCC2)s1	-5%	-4%	-7%	6%	-1%	1%	x	0%
O=C(Nc1cnn(Cc2ccc(F)cc2)c1)c1cnn2c(C(F)F)cc(-c3ccccc3)nc12	x	-14%	3%	4%	0%	-2%	x	-2%
O=C(COC(=O)c1ccc[nH]c1=O)NC1CCCCCCC1	0%	i	7%	0%	7%	0%	1%	4%
COc1ccc(-c2c(C(F)(F)F)nn(C)c2NC(=O)c2ccco2)cc1	x	6%	3%	6%	-1%	-2%	x	-10%
COc1ccc(/C=C2\N=C3CCCCCN3C2=O)cc1	1%	i	-9%	2%	-4%	0%	1%	5%
C/C(=N\NC(=O)CNc1cccc2ccccc12)c1ccccc1	-14%	i	2%	8%	x	-1%	6%	23%

Compound activity (PubChem BioAssay)

The list is partial, so the mix of outcomes need not match the whole.
